# Source: PubChem
# HCV inh: inhibitors of hepatitis C virus infection | Huh7.5.1 HCVcc-Cre infection, luciferase reporter, 44 h | Potency, µM (top dose mostly 41.8 µM), inactives show top-dose activity change, negative = inhibition, actives largely listed as inhibitors | hit rate 3.4% among 340,000 | AID 651820; active = well fitted inhibition curve with a large enough effect; inconclusive = small, poorly fitted or top-dose-only effect, or another doubt; inactive = no such curve, though single readings can be large or run the other way; note: potency is the fitted concentration of half-maximal effect
#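 Infectious HCV cell culture screen: compound-treated cells (1,000/well, pre-plated 4 h) are infected with HCVcc-Cre at roughly 0.5 moi and grown 44 h. Infection is quantified by luciferase signal after 15 min substrate incubation at room temperature.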
# HCMV antiviral: inhibitors of human cytomegalovirus | HFF cells, HCMV-luciferase reporter, 72 h; hits give low values | activity change, negative = inhibition, % at 57.5 µM | hit rate 4.5% among 410,000; in the data active = activity change below about -60%; inconclusive = no clear call, values can overlap the other calls; inactive = above about -39%
#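 Human foreskin fibroblasts infected with luciferase-reporter HCMV at MOI 1 PFU/cell, compounds at two doses. Luciferase measured 72 h post infection; normalized to buffer-only basal and Salinomycin (10uM) controls.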
# * marks the source's active call; other numbers are inactive results; ? = inconclusive; [ ] = dose if it differs, or a comment. % is set by controls: 0 for no effect and ±100 for the full control effect. This is a subset; rates above refer to the full screens.
# A first look, seven compounds:
SMILES,HCV inh,HCMV antiviral
CC12CC(O)C3C(CCC4=CC(=O)CCC43C)C1CCC2=CCO (stereo not drawn),-12%,-27
CCCCn1c(N)c(N(CCOC)C(=O)CCN2C(=O)C3CC=CCC3C2=O)c(=O)[nH]c1=O (stereo not drawn),5%,0
OCCCn1c(C2CCCN2c2nc(-c3ccc(F)cc3)cs2)nc2cc(C(F)(F)F)ccc21 (stereo not drawn),?,13
COc1ccccc1/C=C/c1nc2ccccc2c(=O)o1,17%,22
COC(=O)C(=O)C1CCc2c(Cl)cc(OC)c(OC)c2C1=O (stereo not drawn),-5%,-26
O=c1c2ccccc2nnn1-c1ccccc1,10%,28
CN1C[C@@H]2[C@@H]3C(=O)N(C)C(=O)[C@@H]3[C@](C)(C1=O)N2C(=O)c1ccc(Br)cc1,13%,-2

# Main list, from the first entry:
SMILES,HCV inh,HCMV antiviral
CC12CC(O)C3C(CCC4=CC(=O)CCC43C)C1CCC2=CCO (stereo not drawn),-12%,-27
CCCCn1c(N)c(N(CCOC)C(=O)CCN2C(=O)C3CC=CCC3C2=O)c(=O)[nH]c1=O (stereo not drawn),5%,0
OCCCn1c(C2CCCN2c2nc(-c3ccc(F)cc3)cs2)nc2cc(C(F)(F)F)ccc21 (stereo not drawn),?,13
COc1ccccc1/C=C/c1nc2ccccc2c(=O)o1,17%,22
COC(=O)C(=O)C1CCc2c(Cl)cc(OC)c(OC)c2C1=O (stereo not drawn),-5%,-26
O=c1c2ccccc2nnn1-c1ccccc1,10%,28
CN1C[C@@H]2[C@@H]3C(=O)N(C)C(=O)[C@@H]3[C@](C)(C1=O)N2C(=O)c1ccc(Br)cc1,13%,-2
CC1C=CCCC12C(=O)NC(=O)NC2=O (stereo not drawn),28%,6
CC(c1ccccn1)C(C)(O)C(C)c1ccccn1 (stereo not drawn),1%,-17
Cc1ccc(Nc2ncnc(Cl)c2N)cc1,-13%,13
Cc1cc2c(=O)n(C)c(SCC(=O)NCC3CCCO3)nc2s1 (stereo not drawn),10%,101
O=S(=O)(O)c1cccnc1SCc1ccccc1,13%,1
COc1ccccc1N(C)S(=O)(=O)c1ccc(C(=O)NCc2ccccc2CN2CCCC2)cc1,?,9
COc1ccc(S(=O)(=O)N2CCCCC2)cc1NC(=O)CCc1cc(OC)c(OC)c(OC)c1,-8%,0
Clc1ccc(CSc2cnnc3ccccc23)cc1Cl,8%,-32
CC(=O)c1nn(-c2ccc(Cl)cc2)cc1C(=O)c1ccccc1,-24%,?
CCN1C[C@@H]2[C@@H]3C(=O)N(Cc4ccccc4)C(=O)[C@@H]3[C@](C)(C1=O)N2C(=O)c1ccc(C)cc1,8%,8
CC12CCC3C(CCC4CC(=O)C(C(O)C(F)(F)F)CC43C)C1CCC2O (stereo not drawn),-28%,-1
O=C(Nc1ccc(C(=O)N2CCCC2)cc1)C1CCCCC1,3%,-14
CC(C)Sc1ncnc2[nH]ncc12,7%,-21
COc1ccccc1C(C)NC(=O)CCC(=O)N1CCN(S(=O)(=O)c2ccc(Cl)cc2)CC1 (stereo not drawn),?,-33
Nc1nc2c(nnn2Cc2ccc(Cl)c(Cl)c2)c(=O)[nH]1,12%,-15
CC1CN(N=Cc2ccc([N+](=O)[O-])o2)C(=N)O1 (stereo not drawn),?,?
O=C(Cc1cccc(NC(=O)C2CCCN(C(=O)C3CCC3)C2)c1)Nc1cccc(C(=O)N2CCCCC2)c1 (stereo not drawn),?,-4
CCOC(=O)CCCCCCCCC(=O)Nc1ccc(-n2[nH]c(=O)cc2C)cc1,0%,-16
O=C(c1ccccc1)N(c1ccccc1)c1nccc2ccccc12,1%,-37
O=C1c2ccccc2C(=O)C1C(=O)C1CC1,0%,31
CCCCCCCCCCCCCCCC(O)C[N+](C)(C)CCO (stereo not drawn),6%,?
Cc1ccc(N2CC(C(=O)N3CCN(c4ccccn4)CC3)CC2=O)cc1 (stereo not drawn),-11%,-13
CCCCCCCCC1CC(C(=O)Nc2ccccc2)C(=O)O1 (stereo not drawn),?,-2
O=c1cc(NC2CCCCC2)[nH]c(=O)[nH]1,14%,24
Cc1ccc(C(C(=O)NC(C)(C)C)N(Cc2cccs2)C(=O)c2csnn2)cc1 (stereo not drawn),?,-30
O=[N+]([O-])c1ccc(Cc2ccccn2)c([N+](=O)[O-])c1,-13%,12
c1ccc2scnc2c1,5%,-20
Cc1ccc(NC(=S)NC(=O)c2ccc(-c3ccccc3)cc2)cc1,24%,7
COC(=O)Cc1cc(=O)n2c(nc3ccccc32)[nH]1,14%,49
COc1cc2c(cc1OC)C(Cc1cc(OC)c(OC)cc1[N+](=O)[O-])=NCC2,?,-24
C=C1C(=O)OC2C1CCC(C)C1C=CC(=O)C12C (stereo not drawn),?,-97*
COc1ccc(N2CCN(C(=S)NCCc3ccccc3)CC2)cc1,-16%,-30
CCN(C(=O)COC(=O)CCCOc1ccc(Cl)cc1C)c1c(N)n(Cc2ccccc2)c(=O)[nH]c1=O,-2%,8
O=C(CN1CCN(CC(=O)c2ccccc2)CC1)c1ccccc1,-6%,-23
O=C(NCc1ccco1)C1Cc2ccccc2CN1S(=O)(=O)c1ccccc1F (stereo not drawn),-1%,15
COc1ccc(/C=N/NC(=O)c2cccs2)c2ccccc12,?,52
COc1ccc(C=CC(C)=NNC(=O)c2ccncc2)cc1,-8%,-11
O=[N+]([O-])c1ccc(C=NNC(=S)Nc2ccc(F)cc2)cc1,13%,-6
S=c1[nH]nc(COc2ccccc2)n1-c1ccc(Cl)cc1,-1%,-5
Cc1cc2sc3ccc(C#CC4(O)CCCCC4)cc3c(=O)c2cc1C,-1%,-96*
Nc1nc(SCc2ccccc2)c2ncn(C3CCCCC3)c2n1,4%,?
CCOC(=O)C1CCCN(C(=O)c2ccc(-c3ccccc3Cl)o2)C1 (stereo not drawn),?,44
CNC(=S)NNc1nc(-c2ccccc2)c2cc(Cl)ccc2n1,-7%,-72*
CNC(=S)NN=C(C)c1ccc(OC)cc1O,?,2
O=P(O)(Oc1ccccc1)c1ccccc1,8%,-21
CCOC(=O)C1C(=O)NC(C(=O)OCC)(C(=O)OCC)C1CC (stereo not drawn),?,23
CC(=O)Nc1ccc(S(=O)(=O)N(C)c2ccc(OCC(=O)NCCc3ccccc3F)cc2)cc1,?,-62*
COC(=O)C[C@H]1C=C[C@@H](C(C(=O)OC)C(=O)OC)CN1C(C)=O,5%,2
CC1(O)CC(C)(C)C(C#N)C(=O)N1 (stereo not drawn),8%,11
CC1([N+](=O)[O-])COP(=O)(Nc2cccc(Cl)c2)OC1 (stereo not drawn),18%,6
CCOC(=O)c1ccccc1NC(=O)Cn1cnc2c(cnn2-c2ccc(OC)cc2)c1=O,3%,5
O=C(CN1CCOc2ccccc21)N1CCN(c2cccc(Cl)c2)CC1,7%,1
O=C(NCCN1CCNCC1)c1ccccc1O,10%,-40

# Four compounds out of the list, sorted by count of non-hydrogen atoms, descending.
SMILES,HCV inh,HCMV antiviral
CCOC(=O)c1ccccc1NC(=O)Cn1cnc2c(cnn2-c2ccc(OC)cc2)c1=O,3%,5
Nc1nc(SCc2ccccc2)c2ncn(C3CCCCC3)c2n1,4%,?
O=[N+]([O-])c1ccc(C=NNC(=S)Nc2ccc(F)cc2)cc1,13%,-6
CC1([N+](=O)[O-])COP(=O)(Nc2cccc(Cl)c2)OC1 (stereo not drawn),18%,6

# (cont.)
SMILES,HCV inh,HCMV antiviral
O=C(NCc1ccccc1)C1=C[C@@H](c2ccc(C(F)(F)F)cc2)C[C@@H](OCCCCO)O1,8%,-19
COc1ccc(C(=O)Nc2c(N)nc[nH]c2=O)cc1,0%,8
CCCCN(C(=O)CSCC(=O)Nc1ccc(OC)cc1)c1c(N)n(CC(C)C)c(=O)[nH]c1=O,28%,-16
S=c1[nH]cc(Oc2ccc(Cl)cc2Cl)c(=S)[nH]1,15%,-21
CCCCn1c(N)c(N(CCOC)C(=O)COC(=O)c2ccccc2NCCO)c(=O)[nH]c1=O,3%,-26
O=C(CSc1ncccn1)NNC(=O)c1ccccc1,4%,11
CCN1C(=O)[C@H]2[C@H]3CN=C(SC)N3[C@@](C)(C(=O)OC)[C@H]2C1=O,25%,1
CCN(C(=O)CSc1nnc(-c2ccccc2Cl)n1N)c1c(N)n(Cc2ccccc2)c(=O)[nH]c1=O,11%,-9
C#CCOCCOCCOCCNc1nc(N2CCN(C(=O)Cn3cc(CC(C)O)nn3)CC2)nc(N2CCN(C(=O)[C@H](C)n3cc(CCC(=O)O)nn3)CC2)n1 (stereo partly drawn),-5%[8.37 µM],5
Cn1c(CO)nc2c3ccccc3ccc21,-19%,35
O=C1NC(=O)C2(CCC(C3CCCCC3)CC2)N1 (stereo not drawn),10%,?
CC(=O)C1CCC2C3CCC4=CC(=O)CCC4(C)C3(F)C(O)CC12C (stereo not drawn),-5%,-31
COc1cc2c(c(OC)c1OC)-c1ccc(OC)c(=O)cc1C(NC(=O)c1ccccc1)CC2 (stereo not drawn),13%,-75*
c1ccc(-c2cc(-c3nc(-c4ccccn4)no3)c3ccccc3n2)cc1,-10%,-16
CCOc1ccc(CCN2C(=O)C(=O)N([C@@H](CC(C)C)CN3CCC[C@@H]3CN3C(=O)C(=O)NC[C@@H]3Cc3ccccc3)C[C@@H]2CC(C)C)cc1,-27%,-14
O=C(O)Cc1ccc2ccc3ccccc3c2c1,6%,-19
Cn1c(COc2ccccc2)nnc1SCC(=O)Nc1nnc(C2CC2)s1,6%,-7
CC1(C)C=Cc2c(ccc3c2OC[C@@H](c2ccc(O)cc2O)C3)O1,-7%,0
COCC1CCCN(C(=O)c2cc(COc3ccc(C(C)=O)cc3)on2)C1 (stereo not drawn),15%,65
CCSc1nc2c(c(=O)n(C)c(=O)n2C)n1Cc1ccc(Cl)cc1,?,-28
CCCCC(=O)OC1CCC2C3CCc4cc(O)ccc4C3CCC12C (stereo not drawn),-4%,?
CN(C)CCNC(=O)c1cccc2ccc(-c3ccc(-c4ccccc4)cc3)nc12,?,8
COc1ccc(C(=O)N/N=C/c2ccc(N(C)c3ccccc3)cc2)cc1,7.1µM*,-37
Cc1cc(C)cc(-n2ncc3c2CCCC3NC(=O)CN2CCCCC2=O)c1 (stereo not drawn),3%,-28
CC(=O)c1ccc(NC(=O)CSc2nc3nn(-c4ccccc4)c(=O)c-3c3n2CCCCC3)cc1,-8%,-14
Cc1ccc2c(c1)C1C=CCC1C(C(=O)NCCCN1CCOCC1)N2 (stereo not drawn),?,-5
N=NC(=O)c1ccccc1Nc1c(O)[nH]c2ccccc12,-24%,73
F[B-](F)(F)c1cncc2ccccc12,40%[activator],-4
CC1CC(C)(C)CC2(C1)NC(=O)N(CC(=O)N1CCN(S(=O)(=O)c3cccc(Cl)c3Cl)CC1)C2=O (stereo not drawn),8%,-24
COc1ccc(C(C)(C)C)cc1S(=O)(=O)NCC1CCCO1 (stereo not drawn),-2%,-8
CCOC(=O)C[C@H]1c2ccc(C(F)(F)F)cc2S(=O)(=O)N1C(C)(C)C,-4%,5
CCOc1ccccc1CN1CCNC(=O)C1CC(=O)NC1CCCCCCC1 (stereo not drawn),7%,-62*
COC(=O)C1=C(c2ccc(S(C)(=O)=O)cc2)C[C@@H]2CC[C@H]1N2C(=O)NCc1ccccc1,8%,-15
CN(C(=O)c1cccc(NC(=O)Cc2cccc(NC(=O)C3CCN(C(=O)c4ccccc4)CC3)c2)c1)C1CC1,-12%,-4
Cc1[nH]c(N)nc(=S)c1CCCNc1ccccc1,7%,-100*
CCC(C)[C@H]1CN=C(N)N1CCc1cccc2ccccc12 (stereo partly drawn),5%,-36
O=C(Nc1ccn(CCCNCC2CCCO2)c(=O)n1)OCc1ccccc1 (stereo not drawn),5%,-17
O=C(CCSCCC(=O)NN=Cc1cccc(Cl)c1)NN=Cc1cccc(Cl)c1,15%,-20
COC(C/C=C\[C@@H](O)[C@H](C)OCc1ccccc1)OC,5%,17
Cn1c(=O)c2[nH]c(SCCN)nc2n(C)c1=S,24%,7

# The closing 4 compounds of the part above are carried over, then new ones follow:
SMILES,HCV inh,HCMV antiviral
O=C(Nc1ccn(CCCNCC2CCCO2)c(=O)n1)OCc1ccccc1 (stereo not drawn),5%,-17
O=C(CCSCCC(=O)NN=Cc1cccc(Cl)c1)NN=Cc1cccc(Cl)c1,15%,-20
COC(C/C=C\[C@@H](O)[C@H](C)OCc1ccccc1)OC,5%,17
Cn1c(=O)c2[nH]c(SCCN)nc2n(C)c1=S,24%,7
COCC(=O)N1CCc2ccc(NC(=O)c3ccc(C(F)(F)F)cc3)cc2C1,?,?
O=C(CN1CCN(S(=O)(=O)c2ccc3c(c2)OCCO3)CC1)Nc1ccccc1Br,-2%,-34
OCc1ccnc2oc3ccccc3c12,26%,-5
CCOc1ccccc1C(O)C1=CC(=O)c2ccccc2C1=O (stereo not drawn),-5%,14
CC1CCC/C(=C\c2ccc(O)cc2)C1=O (stereo not drawn),8%,-35
CCOC(=O)Cn1nc(/C=C/c2ccc(OC)cc2)ccc1=O,7%,-106*
Cn1c(=O)c2c(nc(C3CC4C5CCC(C5)C4C3)n2C)n(C)c1=O (stereo not drawn),?,-1
